Screening results deposited in PubChem BioAssay by several laboratories.
ROCK2 inh: blocks human Rho kinase 2 activity. purified ROCK2, Kinase-Glo ATP depletion luminescence. inhibition, % at 6 µM. actives 0.35% (n = 60,000). O75116;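 active means inhibition above the screen-wide mean inhibition plus 3 SD, cut at about 18% in these data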;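 further: plate controls were DMSO wells for no effect and Y-27632 control wells after no-enzyme background subtraction for full effect; many of its hits are not listed in these tables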
JNK3 inh: blocks human JNK3 kinase activity; AID 746; purified JNK3 kinase activity, HTS; inhibition, % at 8 µM; actives 0.61% (n = 60,000); P53779; in the data active means inhibition above about 17%;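 further: 0% = DMSO and 100% = reference inhibitor; many of its hits are not listed in these tables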
E coli RNAP: Escherichia coli RNA polymerase inhibition. E. coli RNA polymerase, fluorescence transcription assay. inhibition, %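 (tested at 10 µM)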. actives 0.2% (n = 62,000); in the data active means inhibition above about 20%;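 further: 0% = enzyme without compound and 100% = no enzyme blank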
CatB block: inhibitors of human cathepsin B | P07858 | purified cathepsin B, fluorogenic substrate, fluorescence | inhibition, %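 (tested at 10 µM)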 | actives 0.1% (n = 63,000) | AID 453; in the data active means inhibition above about 21%;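 further: 0% = enzyme with no compound and 100% = no enzyme blank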
AP ELISA ortho: alternative pathway complement inhibition, orthogonal assay. Human serum alternative complement pathway, LPS-coated ELISA, C3 deposition; tested in compound mixtures. inhibition, % at 5 µM. actives 0.08% (n = 62,000);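 active means inhibition above 30% in each of the two pooled mixtures holding the compound, so the lower value exceeds 30%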;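 further: 0% = serum in Mg-EGTA without compound and 100% = EDTA serum blank; some compounds past the cut are filed as inactive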
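Assay system: Human serum alternative complement pathway, C3 deposition on LPS-coated wells | Incubation: 1 h serum-compound exposure at 37 °C | Doses: 5 µM per compound in ten-compound mixtures | Read-out: Percent inhibition | Technique: ELISA with HRP anti-human C3 antibody, TMB substrate, absorbance 450 nm | Replication: Two pool placements per compound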
CatS block: human cathepsin S inhibition; actives 0.06% (n = 62,000); P25774; inhibition, %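 (tested at 5 µM per compound within 10-compound mixtures)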; recombinant cathepsin S, AMC dipeptide fluorescence, pooled mixtures; AID 501; in the data active means inhibition above about 32%, passing the limit was not always enough;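 further: 0% = enzyme without compound and 100% = blank without enzyme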
PKA kinase inh: blocks human protein kinase A activity; P17612; PKA Kemptide phosphorylation, Kinase-Glo ATP luminescence; inhibition, % at 6 µM; actives 0.1% (n = 65,000); AID 524;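 active means inhibition above the screen-wide mean inhibition plus 3 SD, cut at about 21% in these data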; further: many of its hits are not listed in these tables
CatB mixtures: human cathepsin B inhibition by mixtures; Purified cathepsin B, AMC dipeptide fluorescence, compound mixtures; inhibition, %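 (ten-compound pools at 5 µM per compound and 50 µM total)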; actives 0.06% (n = 62,000); in the data active means inhibition above about 22%, passing the limit was not always enough;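 further: 0% = enzyme without compound and 100% = no enzyme blank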
RORa activator: RORA (human) activation; CHO-K1 Gal4-RORA LBD luciferase reporter, luminescence; percent increase over mock-subtracted basal signal; activation, % at 10 µM; P35398; actives 1.5% (n = 65,000);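 active means activation above the mean of all tested compounds plus 3 SD, cut at about 49% in these data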;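 further: 0% = DMSO-treated RORA cells and 100% = added signal equal to DMSO minus mock-transfected cells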
* = called active by the depositor; . = not tested or not shown; & = joins results of further samples.

Sample of the layout:
SMILES	ROCK2 inh	JNK3 inh	E coli RNAP	CatB block	AP ELISA ortho	CatS block	PKA kinase inh	CatB mixtures	RORa activator
Cc1cc(Cl)ccc1OCC(=O)N1CCN(C)CC1	-1	0	.	.	19	5	-4	-3	18
Cc1onc(-c2ccccc2)c1C(=O)N1CCC2(CC1)OCCO2	5	-4	6	2	0	-5	12	1	22
CC(C)(C)OC(=O)c1c(N)n(Cc2ccco2)c2nc3ccccc3nc12	-2	-7	-21	-14	-8	-5	-6	0	13
O=c1[nH]c(N2CCN(Cc3ccc4c(c3)OCO4)CC2)nc2c1CCC2	-8	0	-5	3	-1	-5	4	3	-25
Cc1cc(Cl)ccc1OC(C)C(=O)O (configuration not stated)	1	-1	3	2	3	2	4	-3	-4

Results, previewed entries included:
SMILES	ROCK2 inh	JNK3 inh	E coli RNAP	CatB block	AP ELISA ortho	CatS block	PKA kinase inh	CatB mixtures	RORa activator
Cc1cc(Cl)ccc1OCC(=O)N1CCN(C)CC1	-1	0	.	.	19	5	-4	-3	18
Cc1onc(-c2ccccc2)c1C(=O)N1CCC2(CC1)OCCO2	5	-4	6	2	0	-5	12	1	22
CC(C)(C)OC(=O)c1c(N)n(Cc2ccco2)c2nc3ccccc3nc12	-2	-7	-21	-14	-8	-5	-6	0	13
O=c1[nH]c(N2CCN(Cc3ccc4c(c3)OCO4)CC2)nc2c1CCC2	-8	0	-5	3	-1	-5	4	3	-25
Cc1cc(Cl)ccc1OC(C)C(=O)O (configuration not stated)	1	-1	3	2	3	2	4	-3	-4
CCOc1cc2[nH]c(=S)n(CCCC(=O)N3CCC4(CC3)OCCO4)c(=O)c2cc1OCC	.	.	8	1	4	-2	5	4	-18
Cc1cccc(-n2c(C)nc3cc(C(=O)N4CCC5(CC4)OCCO5)ccc32)c1	.	.	1	-2	4	1	5	3	-7
COc1ccc2c(c1)c(C(=O)CN1CCN(C)CC1)c(C)n2Cc1ccccc1	1	-1	0	0	-9	4	4	-1	29
CC(Cc1ccccc1)[n+]1cc(/N=C(\[O-])N(C)C)on1 (configuration not stated)	-1	-5	11	6	-4	15	-2	6	4
COc1ccc2[nH]c(C)c(CCN3CCC(=O)C(C)C3C)c2c1 (configuration not stated)	6	-1	-2	-3	29	-3	1	-2	-4
Cn1cc(C(=O)c2ccccc2)c2ccccc21	-3	1	1	1	17	-20	6	-3	10
CCOC(=O)C1C(=O)N(C)C2(C)CC1c1cc(OC)ccc1O2 (configuration not stated)	2	-1	5	-5	20	5	1	7	-10
Cc1cc(C)n2c(Br)c(CN3CC4CC(C3)c3cccc(=O)n3C4)nc2n1 (configuration not stated)	3	-5	-1	4	0	-6	10	-4	-11
Cc1ccc(C2(O)CCN3CCCCC32)cc1 (configuration not stated)	9	3	5	-4	16	-4	2	4	-2
O=c1[nH]c(=O)n(Cc2ccco2)c(O)c1C=NCc1ccco1	5	4	8	2	1	2	-4	-9	-7
COc1ccc(Cc2nccc3cc(OC)c(OC)cc23)cc1OC	7	2	7	0	-4	0	3	5	-38
CCCCn1c(=O)c(C(=O)Nc2cnccn2)c(O)c2ccccc21	2	0	6	-2	-7	6	3	7	-11
O=P(O)(O)Cc1ccccc1OP(=O)(c1ccccc1)c1ccccc1	-3	-7	4	3	10	3	1	3	5
CC12CCCCC1=NC(c1ccc(Br)cc1)N2O (configuration not stated)	6	3	.	3	-5	5	8	-1	-6
CCc1nc2ccccc2c(=O)n1-c1cccc(OC)c1	.	.	8	-3	11	8	-2	4	16
CCCNS(=O)(=O)c1ccc(OCC(=O)N2CCN(Cc3ccccc3)CC2)cc1	5	-2	8	1	-8	9	10	1	17
CCS(=O)(=O)N1CCC(C(=O)N2CCC3(CC2)OCCO3)CC1	-3	-2	13	6	1	8	-6	0	-1
COc1ccc(-n2c(=O)[nH]c3ccccc3c2=O)c(OC)c1	-3	-2	7	4	5	34	-2	7	8
CCOC(=O)c1c(C)n(Cc2ccco2)c2ccc(OC)cc12	-2	-3	-5	1	0	-2	1	-2	-31
CN1C[C@H](CNC(=O)OCc2ccccc2)C[C@@H]2c3cccc4c3c(cn4C)C[C@H]21	-10	-8	2	-1	13	-25	-8	-1	-12
N[C@@H](Cc1c[nH]c2ccccc12)c1nnc(SCc2ccc(F)cc2)o1	5	4	8	3	16	9	-1	4	9
CCCCCn1c(=O)c(C(=O)Nc2ccncc2)c(O)c2ccccc21	5	0	8	-2	12	1	1	2	0
CC1CC2(O)c3nonc3CCC2N1O (configuration not stated)	0	-8	7	3	1	31	4	8	6
O=c1[nH]c(=O)n(-c2cccc3ccccc23)c(O)c1C=NCCCn1ccnc1	-5	-4	5	9	-9	-14	-13	3	-3
O=C1NC(=O)C(CCc2ccncc2)(c2ccccc2)C(=O)N1	2	11	7	5	-2	20	11	4	-7

Compound profiles (already shown). Order of values: ROCK2 inh, JNK3 inh, E coli RNAP, CatB block, AP ELISA ortho, CatS block, PKA kinase inh, CatB mixtures, RORa activator
Record of COc1ccc(-n2c(=O)[nH]c3ccccc3c2=O)c(OC)c1 = -3, -2, 7, 4, 5, 34, -2, 7, 8
Record of Cc1cccc(-n2c(C)nc3cc(C(=O)N4CCC5(CC4)OCCO5)ccc32)c1 = ., ., 1, -2, 4, 1, 5, 3, -7
Record of CCCCn1c(=O)c(C(=O)Nc2cnccn2)c(O)c2ccccc21 = 2, 0, 6, -2, -7, 6, 3, 7, -11

Further records follow:
SMILES	ROCK2 inh	JNK3 inh	E coli RNAP	CatB block	AP ELISA ortho	CatS block	PKA kinase inh	CatB mixtures	RORa activator
CC(=NC1CCN(Cc2ccccc2)CC1)c1c(O)n(C)c(=O)n(C)c1=O	6	4	9	3	2	-4	11	3	23
COc1ccc(CC2C(=O)NC(=O)NC2=O)c(OC)c1	0	8	0	10	4	10	4	6	2
Cc1cc(C)c(C2=NOC(O)(C(F)(F)F)C2)c(=O)[nH]1 (configuration not stated)	4	4	7	5	1	7	5	-2	-10
Cc1cccc(N2CCc3c2nc2ccccc2c3N)c1	2&5	0&-5	1&-11	-8	2&16	2&12	0&-6	3&-4	-5&17
N#Cc1c(/N=C/c2c(O)n(Cc3ccco3)c(=O)[nH]c2=O)sc2c1CCCC2	3	6	1	-6	14	-22	4	3	-7
O=c1c2ccccc2[nH]c(=S)n1-c1ccc2c(c1)OCO2	10	-2	6	3	2	4	13	1	-22
CCN(CC)CCN=Cc1c(O)n(CCc2ccccc2)c(=O)[nH]c1=O	-10	-1	-1	9	.	.	2	.	1
COc1ccccc1-n1c(O)c(C=Nc2c(C)n(C)n(-c3ccccc3)c2=O)c(=O)[nH]c1=O	1	0	9	5	-12	8	3	1	-19
CCC(C(=O)N1CCC2(CC1)OCCO2)c1ccccc1 (configuration not stated)	4	-6	-2	-2	4	0	5	-8	-7
C=CCN(CC=C)Cc1c[nH]c2ccccc12	2	0	2	9	6	0	4	-2	-14

An excerpt from above in order of number of heavy atoms, rising:
SMILES	ROCK2 inh	JNK3 inh	E coli RNAP	CatB block	AP ELISA ortho	CatS block	PKA kinase inh	CatB mixtures	RORa activator
Cc1cc(C)c(C2=NOC(O)(C(F)(F)F)C2)c(=O)[nH]1 (configuration not stated)	4	4	7	5	1	7	5	-2	-10
COc1ccc(CC2C(=O)NC(=O)NC2=O)c(OC)c1	0	8	0	10	4	10	4	6	2
O=c1c2ccccc2[nH]c(=S)n1-c1ccc2c(c1)OCO2	10	-2	6	3	2	4	13	1	-22

The listing continues.
SMILES	ROCK2 inh	JNK3 inh	E coli RNAP	CatB block	AP ELISA ortho	CatS block	PKA kinase inh	CatB mixtures	RORa activator
CCN(CC)S(=O)(=O)c1ccc(N=Cc2c(O)n(-c3ccccc3)c(=O)[nH]c2=O)cc1	6	-4	9	5	10	17	6	3	7
O=C(c1ccc2c(c1)ncn2C1CCCCCC1)N1CCC2(CC1)OCCO2	4	-4	.	.	.	.	7	.	8
CN1CCN(Cc2nc3ccccc3n2C)CC1	1	2	.	4	9	6	0	4	-10
CN(C)CCN=Cc1c(O)n(-c2cccc(C(F)(F)F)c2)c(=O)[nH]c1=O	6	3	2	0	-6	13	6	-3	7
C[N+]12CN3CN(CN(C3)C1)C2	-3	-2	3	2	14	32	-2	0	-17
CC(=O)C1=C(C)OC(N)=C(C(=O)OC(C)C)C12C(=O)Nc1ccccc12 (configuration not stated)	6	-6	8	0	-14	4	8	3	5
C[C@]12CCC(=O)C=C1CCC1C2CC[C@@]2(C)C1CC[C@@]2(O)CC#N (some centres not stated)	-6	-11	-8	-3	7	-6	-3	-1	-13
C=CCn1c(O)c(C=Nc2ccc(N(CC)CC)cc2)c(=O)[nH]c1=O	-1	-6	3	1	10	7	-7	0	8
O=c1cccc2n1CC1CC2CN(Cc2cccc(Cl)c2Cl)C1 (configuration not stated)	-2	-5	3	0	12	22	2	-2	-15
CCN(CC)CCCNC(=O)c1c(O)c2ccccc2n(Cc2ccccc2)c1=O	-2	3	8	3	-3	5	-1	6	-1
CCN1CCN(Cc2ccc(C)cc2)CC1	3	-1	.	-1	5	-2	0	5	-34
Cc1ccc2cccc(OC(=O)N(C)c3ccccc3)c2n1	4	6	4	2	25	0	6	3	-20
Cn1cccc1CN1CCN(C(=O)COc2ccccc2)CC1	7	1	9	2	1	5	9	-2	7
CCC1(CC)C(=O)NC(=Nc2cccc(C(F)(F)F)c2)NC1=O	3	-3	-4	1	-2	-7	9	-1	6
O=c1c(C=NCCN2CCNCC2)c(O)n(C2CCCCC2)c(=O)n1C1CCCCC1	2	-7	8	3	.	.	4	.	-6
CCCCCCn1c(N)c(C(=O)NCCN2CCOCC2)c2nc3ccccc3nc21	-9	-1	-8	-7	-6	19	-9	2	14
CN(C)c1ccc2c(c1)N=C(c1ccco1)OP2(=S)N1CCOCC1 (configuration not stated)	3	-2	5	5	3	1	8	-3	30
C/C(Cl)=C/CC1(CN2CCCC2=O)C(=O)NC(=O)NC1=O	3	-3	.	4	.	.	4	.	-8
Cn1c(=O)cc(OCC(=O)N2CCC3(CC2)OCCO3)c2ccccc21	7	0	5	-2	21	-3	6	1	3
CC(C)Cn1cc(C(=O)N2CCC3(CC2)OCCO3)c2c3ccccc3n(C)c2c1=O	6	0	0	4	18	0	9	0	15
CN(C)P1(N(C)C)=NC(C(F)(F)F)=NC(C(F)(F)F)=N1	3	4	.	6	6	9	4	2	7
CCN(CC)Cc1c[nH]c2ccccc12	7	3	5	-2	0	-10	6	-8	17
Cc1cc(OCC(=O)O)c2c3c(c(=O)oc2c1)CCCC3	-11	8	4	-1	3	11	1	-8	-11
COc1ccc(C2C(C(=O)N3CCC4(CC3)OCCO4)CC(=O)N2c2ccc(OC)cc2)cc1 (configuration not stated)	.	.	6	0	3	11	2	5	8
NCC(CC(=O)O)c1ccc(Cl)cc1 (configuration not stated)	4	2	4	-1	9	-4	3	6	-13
CCC(=NCc1ccc(F)cc1)c1c(O)n(C)c(=O)n(C)c1=O	8	4	4	2	3	-3	9	-5	-11
CC1=CC(C)C(COC(N)=O)(COC(N)=O)C(C)C1 (configuration not stated)	-8	0	-4	-4	14	9	-2	-3	4
CCCC12CN3CC(CCC)(CN(C1)C3c1ccccn1)C2=O (configuration not stated)	.	.	9	7	13	15	5	1	3
CCOC(=O)c1c(N)n(Cc2ccc(OC)cc2)c2nc3ccccc3nc12	4	5	-14	-7	9	-1	5	1	32
CCOC(=O)C1C2c3ccccc3O[C@@]1(C)N=C1SCC(=O)N12 (some centres not stated)	2	3	0	3	24	4	5	4	-22
c1ccc(CCn2nnnc2CN2CCC(n3nnc4ccccc43)CC2)cc1	4	5	5	5	9	1	7	-5	16

These rows are one share of the data (hit frequency here may not be typical).
